Compound activity (PubChem)
Epigenetic mod – derepresses silenced GFP locus in mouse C127i cells | mouse C127i GFP locus derepression, cytometry, 30 h | Potency, µM (highest dose often 46.1 µM), without a hit: at the highest dose GFP derepression (activation) | 68,000 compounds, 0.09% hits; also: % of control where 0% means no effect
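Derepression screen: silenced CMV-GFP reporter in murine C127i cells, 30 h compound incubation at 37 C, washed cells imaged by laser-scanning cytometer to enumerate GFP-expressing objects of 20 to 120 um.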
USP2a inhib – blocks human ubiquitin-specific protease USP2a. USP2a enzymatic assay, qHTS inhibition. Potency, µM (highest dose often 38.3 µM), inactives show at the highest dose activity change, negative = inhibition, hits mostly inhibitors. 60,000 compounds, 0.1% hits;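 also: potency is read from the fitted curve at half-maximal effect; nearly all actives have a fitted effect of over 60% in size; plate controls were DMSO for no effect and NEM full inhibition control for full effect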
Target sequence (O75604 whole entry, looked up): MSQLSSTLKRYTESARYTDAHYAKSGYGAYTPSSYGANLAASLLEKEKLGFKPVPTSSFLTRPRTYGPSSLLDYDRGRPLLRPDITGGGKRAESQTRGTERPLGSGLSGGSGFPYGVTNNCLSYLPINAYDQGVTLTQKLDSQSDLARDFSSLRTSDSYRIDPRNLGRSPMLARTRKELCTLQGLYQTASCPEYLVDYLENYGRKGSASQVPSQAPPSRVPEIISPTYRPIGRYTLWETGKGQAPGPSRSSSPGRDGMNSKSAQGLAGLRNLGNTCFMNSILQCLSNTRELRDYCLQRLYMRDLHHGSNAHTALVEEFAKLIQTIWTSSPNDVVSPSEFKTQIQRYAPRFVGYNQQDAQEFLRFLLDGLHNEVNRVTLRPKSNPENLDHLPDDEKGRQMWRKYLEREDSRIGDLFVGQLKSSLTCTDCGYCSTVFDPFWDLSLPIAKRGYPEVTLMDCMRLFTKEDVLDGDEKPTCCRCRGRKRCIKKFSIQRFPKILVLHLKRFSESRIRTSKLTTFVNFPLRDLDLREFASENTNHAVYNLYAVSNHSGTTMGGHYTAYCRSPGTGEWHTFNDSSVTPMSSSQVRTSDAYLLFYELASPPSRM
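20 nM USP2 core + cpd, 30 min RT; add 20 nM Ub-PLA2/20 uM NBD C6-HPC; read Ex460/Em535 at 0 h and 2.5 h. Normalized to NEM; qHTS curve fit/classification.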
BRCT PPI green – inhibitors of human BRCA1 BRCT-phosphoprotein interaction (green fluorophore). P38398. BRCA1 BRCT-phosphopeptide binding, green fluorescence polarization. Potency, µM (highest dose often 76.9 µM), inactives show top-dose activity change, negative = inhibition, hits mostly inhibitors. 75,000 compounds, 0.05% hits. AID 875;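 also: potency is read from the fitted curve at half-maximal effect; plate controls were peptide without protein for full effect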
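Compounds were incubated for 12 min at room temperature with a complex of 100 nM fluorescein-tagged pBACH1 decapeptide and 250 nM His-tagged BRCT protein. Buffer was phosphate pH 7.3 with EDTA, DTT and Tween 20. Disruption of binding lowers the polarization signal.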
4MU fluor – 4-MU region autofluorescence | compound autofluorescence, 340/450 nm, 4-MU equivalents; active compounds read high | 59,000 compounds, 11% hits | max dye-equivalent concentration, M; in the data active = max dye-equivalent concentration above about 10 nM; inconclusive = mostly about 1.1 nM to 9.6 nM
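Compounds in 100 mM Tris, pH 8.0, sat 15 min at room temperature before fluorescence was read at 340 nm excitation/450 nm emission; a per-plate six-point 4-MU standard curve converted signals to dye-equivalent concentration at each compound concentration.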
HEK293 cAMP ctrl – parental HEK293 cAMP activation (counter-screen). parental HEK293 CNG cAMP sensor, membrane potential fluorescence. Potency, µM (series often up to 57.1 µM), for the others: at the top dose activation, most hits filed as activators. 73,000 compounds, 2.5% hits. AID 938; also: potency is read from the fitted curve at half-maximal effect; % of control where 0% means no effect; nearly all actives have a fitted effect of over 55% in size
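Parental HEK 293 cells stably expressing a cAMP-gated CNG channel were loaded with membrane potential dye containing 100 uM RO 20-1724 for 60 min. Compound added for 30 min; depolarization read as fluorescence intensity at 590 nm.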
Fluorescein autfl – compound autofluorescence in fluorescein spectral region. Compound autofluorescence, 480/540 nm, fluorescein-equivalent; active compounds read high. max fluorescein-equivalent concentration, M. 59,000 compounds, 0.91% hits. AID 593; in the data active = max fluorescein-equivalent concentration above about 10 nM; inconclusive = between about 1.1 nM and that limit
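Library compounds, added at multiple concentrations to pH 8.0 Tris buffer (100 mM), incubate 15 min at room temperature before CCD imaging at 480 nm excitation and 540 nm emission.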
Ub-GFP proteasome – proteasome inhibitors stabilizing ubiquitin-GFP reporter | Ubiquitin-GFP reporter cells, proteasome inhibition, GFP fluorescence; response scale: untreated = 0%, 10 µM MG-132 = 100% | Potency, µM (series often up to 45.9 µM), without a hit: top-dose activation (GFP accumulation), actives largely listed as activators | 67,000 tested, under 10 active | AID 526; active = well fitted activation curve with a large enough effect, not every such curve was filed as active; inconclusive = small, poorly fitted or top-dose-only effect, or another doubt; inactive = no such curve, though single readings can be large or run the other way; also: potency is read from the fitted curve at half-maximal effect
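U2OS Ub(G76V)-GFP reporter; O/N plating, 0.5% FBS; cpd 46 uM–2.9 nM, 4 h, 37 °C; GFP+ cell count, 488/515 nm; norm. to basal vs 10 uM MG-132; CRC fit.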
BRCT inh red – BRCT-phosphoprotein interaction inhibition (red fluorophore) | P38398 | BRCT-phosphopeptide binding, red fluorescence polarization | Potency, µM (highest dose often 76.9 µM), inactives show at the top dose activity change, negative = inhibition, actives largely listed as inhibitors | 75,000 compounds, 0.03% hits; also: % is scaled to controls: 0 for no effect and ±100 for the full control effect
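Rhodamine-labelled pBACH1 10-mer (100 nM) bound to BRCT domain (100 nM) at pH 7.3; compounds incubated 12 min room temperature, polarization read. Free peptide defines full inhibition; unlabelled decapeptide titrated as control.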
A350 autofl – compounds fluorescent in Alexa 350 spectral region; 59,000 compounds, 11% hits; max dye-equivalent concentration, M; AID 590; Compound autofluorescence, 340/450 nm, Alexa 350 dye-equivalents; active compounds read high; in the data active = max dye-equivalent concentration above about 10 nM; inconclusive = mostly about 1.1 nM to 9.6 nM
Casp7 inh – blocks human caspase-7 allosterically or competitively; P55210; 75,000 compounds, 0.02% hits; recombinant caspase-7, Ac-DEVD-AFC fluorescence rate; Potency, µM (titrated, usually from 57.5 µM), inactives show at the highest dose activity change, negative = inhibition, most hits filed as inhibitors; active = well fitted inhibition curve with a large enough effect in the main read-out, with a control signal flat, not every such curve was filed as active; inconclusive = small, poorly fitted or top-dose-only effect, or a change in a side signal; also: potency is read from the fitted curve at half-maximal effect; % of control where 0% means no effect
Casp1 inh – caspase-1 (human) inhibition, allosteric or competitive; 75,000 compounds, 0.03% hits; Potency, µM (doses to about 57.5 µM), for the others: at the highest dose activity change, negative = inhibition, hits mostly inhibitors; Caspase-1 enzyme, Ac-WEHD-AFC fluorogenic rate; P29466;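 also: potency is read from the fitted curve at half-maximal effect; plate controls were vehicle for no effect and no substrate for full effect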
Target sequence (P29466 120-297 limits assumed): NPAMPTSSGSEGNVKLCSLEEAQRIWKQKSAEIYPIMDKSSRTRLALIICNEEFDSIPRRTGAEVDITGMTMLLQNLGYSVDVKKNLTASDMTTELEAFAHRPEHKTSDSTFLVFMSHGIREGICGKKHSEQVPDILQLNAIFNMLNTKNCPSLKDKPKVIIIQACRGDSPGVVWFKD
Target sequence (P29466 317-404 limits assumed): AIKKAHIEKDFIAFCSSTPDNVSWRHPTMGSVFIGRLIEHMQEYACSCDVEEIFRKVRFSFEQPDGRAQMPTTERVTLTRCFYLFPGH
The depositor's hits bear a star; i = inactive; ? = inconclusive; / = no result given; [ ] = remark or other dose. Unless noted, calls follow the shape of the dose curve; as a rule, active = well fitted curve in the direction sought with a large enough effect; inconclusive = small, poorly fitted or top-dose-only effect, or another doubt; inactive = no such curve, though single readings can be large; an effect the other way counts as inactive or inconclusive. A portion of the library; the hit share may differ from the screen's.

SMILES | Ub-GFP proteasome | Fluorescein autfl | USP2a inhib | A350 autofl | Casp7 inh | HEK293 cAMP ctrl | Casp1 inh | BRCT PPI green | Epigenetic mod | 4MU fluor | BRCT inh red
O=C(NC(Cc1ccccc1)C(=O)O)c1ccc(S(=O)(=O)N2CCOCC2)cc1 (stereo not drawn) | 0% | i | -2% | i | 1% | 0% | 4% | 0.2% | 2% | i | -0.2%
CC1=C(C(=O)OC(C)C)C(c2cccc(F)c2)N2C(=O)C(C)SC2=N1 (stereo not drawn) | 3% | i | 8% | i | 2% | ? | 1% | 0.4% | 8% | i | -1.4%
Cc1ccc2c(c1)C(=O)[C@@]1(O)CCN(c3ccccc3)C1=N2 | 4% | / | / | / | -2% | -6% | -2% | 0.4% | 1% | / | -1.5%
Oc1c(Cl)cc(Cl)c2cccnc12 | / | / | 19% | / | -1% | / | 9% | 0.0%[3.08 µM] | / | / | 0.9%
Cc1ccc(NC2=NCC(=O)N2Cc2ccc3c(c2)OCO3)cc1 | -7% | i | 17% | i | -1% | -3% | 1% | 1.1% | 4% | i | 0.4%
COCC(=O)Nc1nc2ccc(S(C)(=O)=O)cc2s1 | -3% | i | -3% | ? | 0% | 8% | -6% | 6.7% | 2% | ? | -2.1%
CCn1c(C)nc2cc(-c3nc4n(n3)Cc3ccccc3-4)ccc21 | -6% | ? | 7% | i | 1% | -5% | 1% | 0.9% | 0% | i | -8.3%
N#Cc1nc(-c2ccco2)oc1N1CCCC1 | 3% | i | 0% | 4.9e-08M* | -1% | 11% | -12% | -1.5% | -1% | 4.2e-08M* | 0.0%
Cc1ccc(-n2ncc(C(=O)N3CCc4ccccc4C3)c2NC(=O)c2ccco2)cc1C | 5% | i | -13% | i | -2% | 29% | -2% | 1.1% | 2% | i | 1.0%
CCOC(=O)c1oc2cc(OCC(N)=O)ccc2c(=O)c1-c1ccc(OC)c(OC)c1 | 4% | i | -6% | i | 1% | 2% | 1% | -2.8% | 0% | i | 1.8%
CN1C(=O)CSc2ccc(NC(=O)N3CCc4ccccc43)cc21 | 6% | ? | 43%[activator] | i | -2% | -3% | -1% | 5.5% | 2% | i | 2.5%
CCc1ccccc1NC(=O)CSc1nnc([C@H](CCSC)NC(=O)OC(C)(C)C)o1 | -5% | i | -2% | i | -2% | 7% | -1% | -3.1% | 1% | i | -1.1%
Cc1cc(N2CCCC2=O)cc(C)c1CN1C(=O)c2ccccc2C1=O | 10% | i | 4% | i | 0% | ? | -1% | 1.7% | 5% | i | 1.9%
CCCc1ccc(-c2ccc(F)c(N)c2)nc1 | -1% | / | 11% | / | 0% | -1% | -12% | -2.1% | -2% | / | 0.2%
Cc1ccc(C(=O)NCCN2CCOCC2)cc1Cl | -7%[9.17 µM] | / | 4%[7.66 µM] | / | 3% | 5%[11.4 µM] | -1% | 0.1% | -2% | / | -0.2%
CC1(C(=O)O)CCC(C(=O)Nc2ccc(S(N)(=O)=O)cc2)C1(C)C (stereo not drawn) | 2% | / | 0% | / | 0% | -1% | 0% | 1.5% | 2% | / | -0.9%
O=[N+]([O-])c1ccc(S(=O)(=O)Cc2ccccc2)c([N+](=O)[O-])c1 | 9%[9.17 µM] | i | / | i | 0%[11.5 µM] | -22%[11.4 µM] | -2%[11.5 µM] | -1.2%[15.4 µM] | -3%[9.22 µM] | i | 0.0%[15.4 µM]
Cc1ccccc1NC(=O)c1ccc(F)c(S(=O)(=O)N2CCN(c3ccccn3)CC2)c1 | -2% | i | 38%[activator] | i | -3% | ? | -2% | -2.0% | -2% | i | 0.2%
COc1ccc2c(c1)c(CCN1C(=O)c3ccccc3C1=O)cn2C(=O)c1ccco1 | -4% | / | 5% | / | -3% | 1% | -5% | -1.7% | -2% | / | -1.4%
CCN(CC)S(=O)(=O)c1ccc(-c2nnc(SCC(=O)N3CCOCC3)o2)cc1 | 0% | i | 0% | i | 0% | -17% | 2% | 0.4% | 0% | i | 0.9%
O=C(OCC#CCSc1nnc(-c2cccc3ccccc23)o1)c1cccs1 | 0% | i | 0% | ? | -2% | 24% | -3% | -0.9% | -2% | ? | -1.0%
CC(C)N(Cc1nc(-c2ccccc2)no1)S(=O)(=O)c1ccccc1 | 6% | / | / | / | -5% | ? | 0% | -7.0% | / | / | -4.9%
CN(C1CCCCC1)S(=O)(=O)c1ccc(-n2cnnn2)cc1 | -5% | ? | 0% | ? | 7% | 6% | -1% | 0.9% | 5% | i | -1.0%
CCOc1ccc(-n2ccnc2SCC(=O)NCc2ccc3c(c2)OCO3)cc1 | 9% | i | 3% | i | 2% | 29% | -1% | 0.5% | -2% | i | -0.4%
CCOC(=O)c1ccccc1NC(=O)CSc1nnc(COc2ccccc2C)n1C | -4% | i | 13% | i | -1% | 16µM* | -1% | 0.0% | 6% | i | -1.6%
OCc1nc2ccccc2n1CCCOc1ccc(Br)cc1 | -3% | i | 28% | i | -2% | 28% | -1% | 0.9% | 0% | i | 1.0%
Cc1csc(Sc2nc3c(c(=O)[nH]c(=O)n3C)n2Cc2ccccc2Cl)n1 | 2% | ? | -12% | i | -2% | 3% | 1% | -3.1% | 7% | i | 0.1%
O=C(CSc1nnc(COc2ccccc2)n1Cc1ccco1)Nc1ccc2c(c1)OCCO2 | 2% | ? | -11% | i | 0% | 15% | -2% | 4.6% | 0% | i | -3.8%
O=C(NCc1cccs1)c1noc2c1CCCCC2 | 11% | i | 10% | i | 0% | 10% | 3% | -1.8% | 8% | i | -0.3%
CC1(C)C(=O)OC(c2c(F)c(F)c(F)c(F)c2F)C2(CCCCC2)C1=O (stereo not drawn) | -5% | i | -4% | i | -1% | 24% | -2% | -3.0% | 0% | i | -0.8%
CC(C)(Oc1ccc(Cl)cc1)C(=O)NC1CCSC1=O (stereo not drawn) | 11% | i | 14% | i | -4% | 8% | -7% | -11% | 0% | i | -0.9%
CCc1nnc(NC2=NCCC2)s1 | -3% | i | -4% | i | -1% | -7% | -2% | 1.3% | -2% | i | -2.6%
CCCS(=O)(=O)N1CCC(C(=O)NC2CCC(C)CC2)CC1 (stereo not drawn) | -11% | i | 3% | i | -3% | -3% | 1% | -1.4% | 4% | i | 0.2%
CCSc1nnc2c(n1)OC=Nc1ccc(Br)cc1-2 | 1% | ? | -6% | i | 1% | -10% | 2% | -4.4% | 1% | i | -2.9%
COc1ccc(C(=O)N2CCC3(CCN(Cc4ccc(C#N)cc4)CC3)CC2)cc1 | -10% | i | 61%[activator] | i | -1% | ? | -1% | -1.1% | 12%[9.22 µM] | i | 0.2%
O=C1CN(C(=O)c2ccccc2F)c2ccccc2N1 | 2% | ? | 5% | i | 0% | 2% | 0% | 1.2% | 3% | i | -1.3%
O=C(Nc1nc(-c2cccs2)cs1)c1cccc(S(=O)(=O)N2CCCCCC2)c1 | -6% | i | 31%[activator] | 1.3e-08M* | -4% | 27% | -5% | 2.4% | -3% | 1.4e-08M* | 0.1%
O=C(CSCc1cnn(-c2ccccc2)c1-n1cccc1)NCc1ccc2c(c1)OCO2 | 2% | ? | 1% | i | -3% | 32µM* | -2% | -2.1% | -3% | i | -0.1%
CCC(C)(C)c1ccc(Oc2cccc(C(=O)O)c2)cc1 | 3%[9.17 µM] | i | / | i | -1%[11.5 µM] | 5%[11.4 µM] | -3%[11.5 µM] | 0.9%[15.4 µM] | 0%[9.22 µM] | i | -0.7%[15.4 µM]
COCCNC(=O)CSc1nc2ccccc2c2nc(C)nn12 | 2% | i | 0% | i | 3% | 0% | 0% | -1.0% | -1% | i | 0.0%
N=C(N)S/C=C\C(=O)O | 12% | / | / | / | -3% | 1% | -6% | 1.0% | -1% | / | -0.7%
Cc1c(C(=O)OC2CCCCC2)sc2nc[nH]c(=O)c12 | -9% | i | 20% | ? | -2% | 0% | -2% | 2.0% | 0% | i | 0.0%
Cc1cccc(-n2c(N)cc(=O)[nH]c2=S)c1 | 8% | / | 1% | / | 1% | 8% | 0% | -0.9% | 0% | / | -0.3%
Cc1cc(-n2c(C)cc(C(=O)CSc3nnc4sc5ccccc5n34)c2C)no1 | 2% | i | -5% | i | -4% | 2% | -4% | -2.3% | -1% | i | 0.9%
O=c1c2c(-c3ccco3)csc2nc(SCc2cn3cccnc3n2)n1-c1ccccc1 | -3% | ? | -5% | 1.1e-08M* | -5% | ? | -5% | 1.2% | 0% | ? | 1.3%
COC(=O)C1=C(NC(=O)c2cccc(C)c2)CCS1 | 4% | i | -9% | ? | -9% | 7% | -14% | -3.6% | -3% | ? | -1.3%
N=C(N)N | / | / | -11% | / | 0% | / | -1% | -3.0% | / | / | 1.0%
